Bioassay records as filed in PubChem.
RSV antiviral HEp-2: RSV antiviral activity via CPE protection, HEp-2 cells, primary 10 µM value included (AID 2391). HEp-2 cells, RSV-induced CPE inhibition; higher % means a stronger effect. CPE inhibition, % at 10 µM, or IC50 in µM where a hit was titrated. hit rate 0.13% among 310,000; in the data active means a potency from the dose series; inconclusive means CPE inhibition mostly from about 23% at the one dose, without a potency; inactive means the rest, 99 in 100 with CPE inhibition below about 21%; further: strong numbers were not always called active
Siah-1 displacement: blockers of Siah-1 interaction with plectin peptide – biochemical, fluorescence polarization, rhodamine-plectin, uHTS, primary screen (AID 1817); Siah-1 / rhodamine-plectin peptide fluorescence polarization; higher % means a stronger effect; hit rate 0.02% among 290,000; displacement, % at 20 µM, or IC50 in µM where a hit was titrated;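 active means displacement of at least 50% at 20 µM, with a fluorescence ratio check between 0.3 and a set limit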;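 further: plate controls were Siah plus tracer with DMSO for no effect and tracer alone without Siah for full effect; strong numbers were not always called active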
HIV peptide binding: cell-free HIV fusion peptide-binding blockers – biochemical, uHTS, fluorescence dequenching, primary screen (AID 1986); cell-free peptide binding, fluorescence dequenching, 30 min; higher % means a stronger effect; inhibition, % at 20 µM; hits with a dose series show IC50 in µM; hit rate 0.3% among 290,000; in the data active means inhibition mostly above about 52%, no sharp cut-off; inactive means mostly below about 76%; further: some results filed as inactive read as strong as hits
XIAP displacement: small molecules displacing peptide from XIAP – biochemical, IAP family, fluorescence polarization (AID 1018). one-dose displacement, % at 20 µM; IC50 in µM for titrated hits. XIAP BIR domain, fluorescence polarization peptide displacement; higher % means a stronger effect. hit rate 0.007% among 200,000; in the data active means displacement above about 50%; further: a part of the inactive calls stands beside numbers as strong as those of hits
Dengue-2 NS5 capping: flavivirus cap methylation enzyme inhibition – biochemical, confirmation dose response, primary screen (AID 588689). Dengue-2 NS5 methyltransferase capping enzyme assay, biochemical; higher % means a stronger effect. one-dose inhibition, % at 25 µM; IC50 in µM for titrated hits. hit rate 0.3% among 340,000; in the data active means a potency from the dose series; inconclusive means inhibition above about 29% without an active follow-up result
LYP inhibition: inhibitors of LYP phosphatase, biochemical, fluorescence intensity, uHTS (AID 1779). recombinant LYP phosphatase, fluorescence intensity; higher % means a stronger effect. one-dose inhibition, % at 11.5 µM; IC50 in µM for titrated hits. hit rate 0.054% among 290,000; in the data active means inhibition above about 50%;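 further: plate controls were vehicle with enzyme for no effect and no enzyme for full effect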
SV40 large T antigen: TAg ATPase/helicase activity blockers – biochemical (AID 1903); SV40 large T antigen ATPase/helicase inhibition assay; higher % means a stronger effect; hit rate 0.39% among 310,000; inhibition, % at 20 µM; hits with a dose series show IC50 in µM; in the data active means a potency from the dose series; inconclusive means inhibition mostly from about 32% at the one dose, without a potency; inactive means the rest, 99 in 100 with inhibition below about 32%; further: strong numbers were not always called active
MgcRacGAP inhibition: MgcRacGAP GTPase-activating activity inhibitors, confirmation, biochemical, ADP Hunter fluorescence. one-dose inhibition, % at 30 µM; IC50 in µM for titrated hits. MgcRacGAP-stimulated Rac1 GTP hydrolysis, ADP Hunter fluorescence; higher % means a stronger effect; GST-tagged Rac1 F28L mutant substrate. hit rate 0.6% among 340,000;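 active means first-screen hits whose inhibition reached a set limit at any dose in the follow-up dose series; inconclusive means inhibition above the set first-screen limit but never retested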;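 further: fluorescence reports GDP produced by GAP-driven GTP hydrolysis; strong numbers were not always called active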
AID2073: inhibitors of Mint1-CaV2.2 protein interaction, biochemical, HTRF (AID 2073) | HTRF protein-protein interaction, Mint1-CaV2.2; higher % means a stronger effect | inhibition, % at 20 µM, or IC50 in µM where a hit was titrated | hit rate 0.19% among 290,000; in the data active means inhibition mostly above about 51%, no sharp cut-off; inconclusive means no clear call, values can overlap the other calls; inactive means mostly below about 53%; further: some results filed as inactive read as strong as hits
Dengue-2 NS5 capping pilot replicate: also measured in Dengue-2 NS5 capping; calls as there; inhibition, %; measured here: pilot screen replicate inhibition
An asterisk follows results filed as active; ? = inconclusive; . = not tested or not shown. Compounds were not picked by outcome; any-hit rate near 1.7%.

SMILES | RSV antiviral HEp-2 | Siah-1 displacement | HIV peptide binding | XIAP displacement | Dengue-2 NS5 capping | LYP inhibition | SV40 large T antigen | MgcRacGAP inhibition | AID2073 | others
CS(=O)(=O)N(CC(=O)N1CCN(C(c2ccccc2)c2ccccc2)CC1)C1CCCCC1 | ? | 1% | 3.1% | 0.1% | 0% | 1% | -1% | 5% | 7%
Cc1ccc2nc(SCC(=O)N3CCC(Cc4ccccc4)CC3)nc(=O)n2c1 | 1.0% | . | . | . | 3% | . | 10% | 3% | .
COCCN(C(=O)CSc1nnc(-c2cccc(C)c2)n1C)c1c(N)n(Cc2ccccc2)c(=O)[nH]c1=O | 0.5% | 12% | 0.2% | -1.9% | -4% | -6% | 9% | -7% | 6%
CCOC(=O)C1(Cc2ccccc2)CCCN(Cc2ccc(OCCO)cc2)C1 (stereo not drawn) | -0.6% | -6% | -1.4% | -5.2% | -8% | -6% | 0% | -5% | -14%
CCOC(=O)C1=C(CN2CC(C)CC(C)C2)NC(=O)NC1c1ccc2c(c1)OCO2 (stereo not drawn) | -1.8% | 7% | 0.5% | 1.4% | -4% | -10% | 7% | 1% | -3%
Cc1nnc(SCC(=O)NN2C(=O)NC3(CCCCC3)C2=O)s1 | 0.8% | -2% | 3.6% | -8.4% | -2% | -2% | -3% | 4% | 11%
COc1ccc(N2CCN(C(=O)CCC(=O)N3CC(C)Oc4ccc(C)cc43)CC2)cc1 (stereo not drawn) | 1.8% | 7% | -1.0% | . | 2% | -6% | 13% | 25% | 0%
CC(C)OCCCN1C(=O)c2ccccc2C1C(=O)NC1CCCCC1 (stereo not drawn) | 0.3% | 0% | -1.5% | -4.2% | -12% | 1% | 6% | -1% | 11%
COc1ccc(NC(=O)CSc2nc3c(sc4ccccc43)c(=O)n2CCCN2CCCC2)cc1 | 14% | -5% | -1.2% | . | -10% | -12% | 5% | 4% | 30%
Cc1nc(N2CCC(C)CC2)c2c(C)c(C(=O)Nc3ccc4c(c3)OCCO4)sc2n1 | ? | 0% | -0.3% | . | -5% | 5% | 24% | 7% | 17%
CCNc1nc(NC(C)C)nc(Oc2ccc(/C=N/O)cc2)n1 | 1.1% | 1% | 1.8% | -1.7% | -2% | -2% | 5% | 5% | 2%
CC1=C(C(N)=O)C(c2cccs2)NC(=O)N1 (stereo not drawn) | 0.2% | 2% | -0.6% | . | -10% | -3% | 11% | 4% | -6%
Cc1cccn2cc(-c3ccc4c(c3)NC(=O)CO4)nc12 | 3.2% | -1% | 0.4% | . | -7% | -3% | 5% | 11% | 6%
CCOC(=O)C1(Cc2ccccc2Cl)CCN(C(=O)c2cnccn2)CC1 | 0.9% | -4% | -0.6% | -2.2% | 0% | -8% | 2% | 0% | 0%
Cc1ncc(CN2CCC(N3CCC(C(=O)N4CCCC4)CC3)CC2)s1 | 0.6% | 1% | -0.3% | . | -1% | -5% | 6% | 3% | -1%
COc1ccccc1C(O)(C(=O)NNc1cccc(C)c1)c1ccccc1OC | 0.7% | 7% | -1.2% | -1.9% | 1% | -6% | 2% | 13% | 14%
NS(=O)(=O)c1ccc(CCNC(=S)Nc2ccc(F)cc2)cc1 | -1.7% | 1% | -1.4% | 0.0% | -4% | -5% | 6% | 9% | -1%
Cc1ccc(C(C(=O)NCc2ccccc2)N(Cc2cccs2)C(=O)c2ccc3c(c2)OCCO3)cc1 (stereo not drawn) | -0.1% | 5% | 0.9% | -1.5% | -2% | 9% | 2% | 2% | 7%
COc1ccc(C2CC(c3ccc(OC)c(OC)c3)=NN2C(=O)c2ccccc2)cc1 (stereo not drawn) | 4.2% | 6% | 4.4% | . | -15% | -4% | 7% | 16% | 14%
CC(C)n1nc(C(=O)Oc2cccc(Cl)c2Cl)c2ccccc2c1=O | 1.5% | -5% | 0.7% | -7.6% | -3% | -9% | 5% | 4% | 0%
Cc1sc2ncnc(SCC(=O)N(C(C)C)C(C)C)c2c1C | 2.9% | 2% | 0.0% | -5.5% | -4% | 3% | 3% | 11% | -2%
O=C1N(Cc2cccc(Cl)c2)C[C@@H]2C[C@@H](c3cccc4cccnc34)N3CCC[C@@]123 | 16% | -6% | 7.6% | 3.4% | -45% | -1% | -1% | 1% | ?
O=C(Cn1c(COc2ccccc2)nc2ccccc21)Nc1cc(Cl)c(Cl)cc1Cl | -2.0% | 0% | 0.1% | -2.9% | . | -2% | 7% | . | 37%
CC(=O)Nc1cccc(NC(=O)CSc2ccc(-c3cccnc3)nn2)c1 | 0.7% | -4% | -0.6% | -5.2% | 2% | 1% | 3% | 6% | 10%
COc1ccc(-n2c(Cc3cc(=O)[nH]c(=O)[nH]3)nnc2SCC(=O)N2CCC(C)CC2)cc1 | 0.3% | -2% | -2.0% | -2.4% | 4% | -3% | 11% | 6% | 0%
C=CCN1C(=O)C(CC(=O)Nc2ccc(OC)cc2)N(Cc2ccco2)C1=S (stereo not drawn) | -1.1% | 6% | 7.6% | -4.5% | -5% | -4% | 21% | 2% | -29%
CCOC(=O)C1CCN(S(=O)(=O)c2c(C)noc2C)CC1 | 1.0% | 2% | -0.5% | . | -5% | -5% | -6% | 1% | 8%
CCc1ccc(NC(=O)CCCn2nc(CC)n3c(cc4occc43)c2=O)cc1 | ? | 8% | -1.4% | . | 6% | 0% | 9% | 8% | 1%
CCCCCNC(=O)Cn1c(=O)c2c(ncn2CC(C)C)n(Cc2ccccc2)c1=O | 3.4% | 3% | 0.3% | . | -7% | -9% | 9% | 5% | 7%
C/C(=N\NC(=O)c1c(Cl)c(C)nn1C)c1cccc(NC(=O)C2CCCC2)c1 | 9.1% | -6% | -2.0% | . | -7% | -7% | 10% | 6% | 6%
CCOC(=O)c1c(N2C(=O)C3C4C=CC(O4)C3C2=O)sc2c1CCCC2 (stereo not drawn) | 7.8% | 1% | 0.7% | 2.8% | -36% | -6% | 14% | 12% | 13%
COc1ccc(S(=O)(=O)N2CCCCC2)cc1C(=O)N1CCCC1 | 1.3% | 9% | 1.7% | . | 0% | -5% | 9% | 6% | -2%
O=C(c1cccc(S(=O)(=O)N2CCOCC2)c1)N1CCN(Cc2ccc3c(c2)OCO3)CC1 | 1.4% | -1% | -1.0% | 1.3% | 14% | -6% | 4% | 0% | -1%
COCc1nnc(NC(=O)CSc2ccc(C)cc2)s1 | 7.3% | -4% | 0.9% | -3.2% | -1% | -9% | 1% | 7% | -10%
Cc1nn(-c2ccccc2)c(N)c1C(O)(CSc1nccn1C)C(F)(F)F (stereo not drawn) | 1.1% | 14% | 2.1% | -4.5% | 0% | -6% | -1% | 8% | -1%
O=C(Cc1ccc([N+](=O)[O-])cc1)NC1CCCCCC1 | 0.5% | 0% | -0.4% | . | -5% | -2% | -1% | 0% | -5% | Dengue-2 NS5 capping pilot replicate=-2.7
Cc1ccc2sc(NC(=O)CN3C(=O)CCC3=O)nc2c1C | 0.1% | 5% | -0.4% | -1.6% | -1% | 5% | -4% | 13% | -3%
COc1ccc(C(=O)NCc2nnc(SCC(=O)c3ccccc3)n2C)cc1OC | 11% | . | . | . | -3% | . | 8% | 4% | .
O=Cc1c(N2CCCCC2)nc2ccccn2c1=O | 1.1% | -3% | -0.2% | -9.1% | . | -4% | 7% | . | 2%
O=C(O)CCCNC(=O)CC1S/C(=N/N=C/c2ccccc2O)NC1=O (stereo not drawn) | 1.4% | 8% | 2.7% | -3.1% | 4% | 0% | 22% | 5% | 18%

The last two entries of the part before lead into the next.
SMILES | RSV antiviral HEp-2 | Siah-1 displacement | HIV peptide binding | XIAP displacement | Dengue-2 NS5 capping | LYP inhibition | SV40 large T antigen | MgcRacGAP inhibition | AID2073 | others
O=Cc1c(N2CCCCC2)nc2ccccn2c1=O | 1.1% | -3% | -0.2% | -9.1% | . | -4% | 7% | . | 2%
O=C(O)CCCNC(=O)CC1S/C(=N/N=C/c2ccccc2O)NC1=O (stereo not drawn) | 1.4% | 8% | 2.7% | -3.1% | 4% | 0% | 22% | 5% | 18%
Cc1ccc(Cl)c(OC(=O)C2CSC3(C)CCC(=O)N23)c1 (stereo not drawn) | -0.2% | . | . | . | -2% | . | 28% | 11% | .
NC(=O)N/N=C/c1c(Sc2nnnn2-c2ccccc2)nc2ccccn2c1=O | 1.2% | -6% | 0.0% | . | -20% | -7% | 60µM* | 7% | 0%
Cc1cc(C)c(S(=O)(=O)Nc2nnc(C(C)C)s2)c(C)c1 | 2.5% | 4% | 4.6% | . | 3% | -10% | 15% | 6% | 12% | Dengue-2 NS5 capping pilot replicate=-3.6
CCCOc1ccc(CNC(=S)NCc2ccc(OC(C)C)cc2)cc1 | 1.4% | 8% | -0.3% | -1.2% | -1% | 10% | 10% | 1% | 1%
CCCN(CCC(=O)Nc1cc(OC)cc(OC)c1)CC1CC1 | -0.1% | 2% | 2.4% | -3.7% | . | 0% | 12% | 6% | -3%
Cc1cc(C)c(NC(=O)Cn2c(=O)c3cccn3c3ccccc32)c(C)c1 | 1.2% | -1% | 2.7% | . | 2% | -16% | . | 5% | 53%
COc1ccc(-c2nnc(SCC(=O)Nc3sc4c(c3C#N)CCC4)n2CC2CCCO2)cc1 (stereo not drawn) | . | -3% | -0.5% | -0.8% | 3% | -2% | 12% | 12% | 21%
Cc1c(Cl)cnc(NC(=O)COC(=O)c2cccc(S(=O)(=O)N3CCc4ccccc4C3)c2)c1Cl | 4.3% | 0% | 8.0% | -2.7% | -2% | -6% | 9% | 17% | 42%
CC(C)N(C(=O)COc1ccc(Br)cc1Cl)C(C)C | 15% | 0% | 0.3% | -3.8% | -4% | -10% | 0% | 7% | -8%
O=C1NC(NS(=O)(=O)c2ccccc2)(C(F)(F)F)C(=O)N1CCc1ccccc1 (stereo not drawn) | 0.2% | 6% | -0.4% | . | -6% | -6% | 8% | -1% | -3%
Cn1c(NCCCN2CCOCC2)nc2c1c(=O)n(Cc1ccc(Cl)cc1Cl)c(=O)n2C | 2.0% | 9% | -0.6% | 0.9% | -1% | -9% | 1% | 1% | -6% | Dengue-2 NS5 capping pilot replicate=4.2
C=COC(=O)CSc1nc(-c2cccs2)ccc1C#N | 2.7% | 4% | 0.3% | -5.0% | 0% | -2% | -3% | 15% | 12%
c1csc(-c2nnc3ccccn23)c1 | 0.7% | 1% | -1.4% | -1.7% | -8% | -5% | 9% | 3% | 8%
COc1ccc(OC)c(NC(=O)Nc2cc(C(=O)O)ccc2C)c1 | 1.0% | -9% | -1.0% | -4.8% | -7% | -7% | 11% | 3% | -9%
Cc1ccc2oc3nc(C)c(C(=O)O)cc3c(=O)c2c1 | 0.1% | -2% | -0.6% | -1.9% | 8% | -10% | 0% | 10% | 0%
Cc1cc(C(=O)N/N=C/c2ccc(-c3cccc(Cl)c3Cl)o2)n[nH]1 | 4.1% | 11% | 2.3% | -7.0% | 15% | 4% | 4% | 8% | 17%
